PME-1 inh: blocks human protein phosphatase methylesterase 1 | Q9Y570 | recombinant PME-1, FP-Rh probe fluorescence polarization | inhibition, % at 5.9 µM | 320,000 compounds, 0.53% hits | AID 2130;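 active = inhibition above the campaign mean of all compounds plus 3 SD, cut at about 26% in these data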;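 note: competitive labeling of PME-1 active site by serine hydrolase directed probe; 0% = PME-1 with DMSO and 100% = wells lacking PME-1 enzyme; inhibitors block probe labeling so polarization falls and inhibition rises; many of its hits are not listed in these tables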
PAFAH2 inh: inhibitors of human PAFAH2; Q99487; 340,000 compounds, 0.99% hits; recombinant PAFAH2, FP-rhodamine activity probe, fluorescence polarization; inhibition, % at 3.39 µM;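 active = inhibition above the mean over all tested compounds plus 3 SD, cut at about 30% in these data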;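 note: inhibitors block probe labeling of enzyme so polarization drops; 0% = enzyme with DMSO and 100% = wells lacking PAFAH2 protein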
PAFAH1B2 FP inh: inhibitors of human PAFAH1B2; P68402; recombinant PAFAH1B2, FP-rhodamine activity probe, fluorescence polarization; inhibition, % at 3.39 µM; 340,000 compounds, 1.2% hits; AID 492953;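 active = inhibition above the mean of all tested compounds plus 3 SD, cut at about 24% in these data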;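 note: 0% = enzyme with DMSO and 100% = wells lacking PAFAH1B2; many of its hits are not listed in these tables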
LYPLA2 inh: blocks human lysophospholipase 2, a PME1 counter-screen. O95372. 320,000 compounds, 0.38% hits. AID 2177. recombinant LYPLA2, FP-Rh probe fluorescence polarization. inhibition, % at 5.9 µM;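 active = inhibition above the screen-wide mean plus 3 SD, limit set per campaign, cut at about 26% in these data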;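 note: 0% = LYPLA2 with DMSO and 100% = wells lacking LYPLA2 enzyme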
PAD4 inh: blocks human protein arginine deiminase 4; recombinant PAD4, RCA probe fluorescence polarization; inhibition, % at 6.36 µM; 330,000 compounds, 0.41% hits;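 active = percent inhibition above a cutoff equal to the mean of all tested compounds plus 3 SD, cut at about 15% in these data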;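 note: 0% = PAD4 with RCA probe and DMSO and 100% = probe without PAD4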
Target sequence (Q9UM07 whole entry, looked up): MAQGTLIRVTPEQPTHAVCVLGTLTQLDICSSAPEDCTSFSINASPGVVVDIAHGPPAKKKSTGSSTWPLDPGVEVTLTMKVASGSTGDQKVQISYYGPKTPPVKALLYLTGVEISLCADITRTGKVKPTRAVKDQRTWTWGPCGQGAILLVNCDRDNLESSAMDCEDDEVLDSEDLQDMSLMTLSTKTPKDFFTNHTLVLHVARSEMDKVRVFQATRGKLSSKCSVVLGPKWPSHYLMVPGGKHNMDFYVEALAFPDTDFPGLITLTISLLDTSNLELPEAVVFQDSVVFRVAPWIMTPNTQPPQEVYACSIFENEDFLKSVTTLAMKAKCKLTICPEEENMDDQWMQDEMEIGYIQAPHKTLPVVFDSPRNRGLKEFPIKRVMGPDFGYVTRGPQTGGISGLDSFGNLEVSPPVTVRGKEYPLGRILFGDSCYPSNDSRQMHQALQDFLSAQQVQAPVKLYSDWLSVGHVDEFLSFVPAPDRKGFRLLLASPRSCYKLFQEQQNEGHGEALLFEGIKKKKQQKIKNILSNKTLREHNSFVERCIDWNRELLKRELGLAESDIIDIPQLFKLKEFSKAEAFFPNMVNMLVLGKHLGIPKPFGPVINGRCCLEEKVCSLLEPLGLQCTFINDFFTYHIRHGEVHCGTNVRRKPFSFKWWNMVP
LYPLA1 inh: LYPLA1 (human) inhibition in PME1 counter-screen. O75608. recombinant LYPLA1, FP-Rh probe fluorescence polarization. inhibition, % at 5.9 µM. 320,000 compounds, 0.16% hits. AID 2174;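 active = inhibition above the mean of all tested compounds plus 3 SD, set per campaign, cut at about 14% in these data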;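 note: inhibitors block serine hydrolase probe labeling of LYPLA1 so polarization falls; 0% = enzyme with DMSO and 100% = wells lacking LYPLA1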
GSTO1 counter: counter-screen for RBBP9 inhibitors: inhibitors of human GSTO1. inhibition, % at 5.96 µM. P78417. recombinant GSTO1, activity-based probe fluorescence polarization. 300,000 compounds, 1.1% hits. AID 1974;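 active = inhibition above the campaign mean inhibition plus 3 SD, cut at about 35% in these data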;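 note: 0% = GSTO1-1 with DMSO and 100% = wells lacking GSTO1-1 enzyme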
pPAFAH inh: inhibitors of human plasma PAF acetylhydrolase (pPAFAH) | recombinant pPAFAH, FP-rhodamine probe fluorescence polarization | 330,000 compounds, 1.5% hits | Q13093 | inhibition, % at 3.39 µM;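 active = inhibition above the mean inhibition across the screen plus 3 SD, cut at about 25% in these data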;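 note: inhibitors block binding of the rhodamine activity-based probe so polarization drops; 0% = enzyme with DMSO and 100% = wells lacking pPAFAH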
Target sequence (Q13093 whole entry, looked up): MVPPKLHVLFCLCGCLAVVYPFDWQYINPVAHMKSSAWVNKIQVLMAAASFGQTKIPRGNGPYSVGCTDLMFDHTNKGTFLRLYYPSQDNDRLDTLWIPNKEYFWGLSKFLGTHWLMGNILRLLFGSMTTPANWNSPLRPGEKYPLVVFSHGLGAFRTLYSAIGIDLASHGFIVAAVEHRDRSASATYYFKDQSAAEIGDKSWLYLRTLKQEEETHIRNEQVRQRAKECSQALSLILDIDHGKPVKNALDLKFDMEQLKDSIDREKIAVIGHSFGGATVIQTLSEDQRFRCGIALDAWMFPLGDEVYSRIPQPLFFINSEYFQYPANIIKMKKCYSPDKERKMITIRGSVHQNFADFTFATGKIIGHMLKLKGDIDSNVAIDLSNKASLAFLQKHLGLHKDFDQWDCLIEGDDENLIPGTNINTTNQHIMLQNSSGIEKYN
PAFAH1B3 inh: blocks human PAF acetylhydrolase 1B catalytic subunit 3; recombinant PAFAH1B3, FP-rhodamine probe, fluorescence polarization; inhibition, % at 3.39 µM; 340,000 compounds, 0.28% hits; AID 492972;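 active = inhibition above the screen-wide average of all tested compounds plus 3 SD, cut at about 25% in these data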;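 note: 0% = enzyme with DMSO only and 100% = wells lacking PAFAH1B3 protein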
An asterisk follows results filed as active; . = no result given.

SMILES	PME-1 inh	PAFAH2 inh	PAFAH1B2 FP inh	LYPLA2 inh	PAD4 inh	LYPLA1 inh	GSTO1 counter	pPAFAH inh	PAFAH1B3 inh
CCCn1c(=O)n(CC(=O)NCC2CCCO2)c(=O)c2c3c(sc21)COC(C)(C)C3 (configuration not stated)	5	9	-1	13	1	8	1	1	5
CC(=O)N1CCN(S(=O)(=O)c2ccc3c(c2)OCCO3)CC1	4	0	3	-4	-8	-3	.	4	6
O=C1NC2(CCCCCC2)N=C1c1ccc(F)cc1	-1	-6	3	-5	-9	-1	-1	-6	-2
C#CCOc1ccc(Br)cc1/C=N/O	-3	2	4	0	-6	0	11	3	5
CC1CCCCN1C(=O)COC(=O)CNC(=O)c1ccc(Cl)cc1Cl (configuration not stated)	-4	0	5	-5	-2	1	-2	17	3
Cc1ccc(S(=O)(=O)N2CCN(C(=O)Cn3c(=O)cnc4ccccc43)CC2)c(C)c1	.	6	8	.	5	.	.	-2	6
CC(C)(C)CN1CCNC(=O)C1CC(=O)NCCN1CCCc2ccccc21 (configuration not stated)	2	5	4	0	0	2	6	3	3
O=C(c1ccc2c(=O)n(-c3ccccc3)c(=S)[nH]c2c1)N1CCCCC1	1	9	4	1	0	1	8	3	9
O=C(Nc1ccccc1N1CCOCC1)c1ccc([N+](=O)[O-])s1	.	8	6	.	-7	.	.	4	0
COc1cccc(C(=O)NNC(=O)c2ccccc2-n2cccc2)c1	0	-5	5	2	-3	-2	1	1	9
N=c1c2c(-c3ccccc3)c(-c3ccccc3)n(Cc3ccccc3)c2ncn1CCCO	8	-4	4	0	-1	5	-2	11	4
CSc1ccccc1NC(=O)CN(C)C(C)C(=O)NCc1ccc2c(c1)OCO2 (configuration not stated)	.	-1	0	.	-5	.	.	4	-2
COc1ccc(-c2ccc(CCC(=O)O)n2C(C)C)cc1	1	4	1	-4	-11	-4	-3	14	3
CCCn1c2ccccc2c2cnn(CC(=O)NC3CCCCC3)c(=O)c21	7	-5	6	4	-1	3	0	3	3
CN(C)C(=O)CSc1nc2ccc(C(=O)c3ccccc3)cc2[nH]1	-4	2	5	1	-1	1	-5	-5	7
Cn1nc(C(F)(F)F)c(C(=O)Nc2ccc(F)cc2F)c1Sc1ccc(Cl)cc1	-4	-1	8	-5	1	-3	-5	2	10
O=C1c2ccccc2C(=O)C1c1ccccc1F	-4	2	1	-3	4	-3	-7	2	3
CCOC(=O)c1[nH]c(C)c(C(=O)OCC(=O)NC(=O)NC(C)(C)C)c1C	-11	-5	-5	-1	2	2	3	-5	-3
COc1ccc(-c2c(C)cc3oc(=O)cc(-c4ccccc4)c3c2C)cc1OC	.	1	4	.	1	.	.	10	5
COc1ccc(-c2cc3nc(-c4ccccc4)cc(N4CCCC(O)C4)n3n2)cc1 (configuration not stated)	9	2	0	-26	-4	-13	0	3	3
COc1ccc(C(C)=O)cc1COc1ccc(Cl)c(C)c1	-3	3	7	-4	-1	-5	-11	6	5
OC(c1ccccn1)C1CCN(Cc2nc(C(c3ccccc3)c3ccccc3)no2)CC1 (configuration not stated)	-2	29	2	0	-2	-3	4	-1	-12
COc1cc(/C=C/c2cc(C(=O)O)c3ccccc3n2)cc(OC)c1O	2	6	6	1	-2	1	13	2	7
O=C(NCCCN1CCOCC1)c1cccc(NC(=O)c2ccccc2)c1	2	-3	2	4	-6	1	1	2	-4
CC1CCN(C(=O)COC(=O)c2ccc(Br)o2)CC1	1	7	6	10	3	2	-5	7	3
O=C(NC1CC1)c1ccc2c(Cl)c3c(nc2c1)CCCC3	-4	4	2	-4	-1	-4	-9	4	7
Fc1ccc(COc2ccccc2CNc2nn[nH]n2)cc1	-5	-3	8	0	-1	0	0	1	0
COC(=O)CCSCC(=O)Nc1cc(C)on1	2	-9	-1	-2	-2	1	3	2	2
Cc1ccccc1N1C(=O)C2ON(c3ccccc3)C(c3ccco3)C2C1=O (configuration not stated)	-2	0	8	1	1	-1	-5	4	5
O=C(Cc1ncc(C(F)(F)F)cc1Cl)N1CCN(c2ccccn2)CC1	2	-7	2	5	4	1	-3	7	10
Nc1ncccc1C(=O)OCC(=O)N1CCN(S(=O)(=O)c2ccc(Cl)cc2)CC1	4	5	24*	6	5	0	.	-4	6
CCOC(=O)c1c(C)[nH]c(C(=O)OCC(=O)N2CCc3ccccc32)c1C	-5	12	4	-5	1	-3	-4	-4	-1
CSc1nc(N(C)NC(=O)c2ccc(F)cc2)c2ccccc2n1	5	-5	-5	7	-6	0	3	-2	7
COc1ccc(-c2cc3cc4c(cc3cn2)OCO4)cc1	.	1	5	.	1	.	.	2	6
CCCCn1c(SCC(=O)N2CC(C)CC(C)C2)nc2cc(S(N)(=O)=O)ccc21 (configuration not stated)	10	-3	6	0	-2	-2	-4	8	2
Cc1nc(C)c(C(=O)C2=C(O)C(=O)N(CCN3CCOCC3)C2c2ccco2)s1 (configuration not stated)	-5	0	1	-7	-2	-1	-1	1	3
COCCNC(=O)CSc1ncnc2sccc12	-4	0	1	1	-3	-3	-5	-4	13
COc1ccc(N(CCC(=O)NCCc2ccccc2)S(=O)(=O)c2ccc(C)cc2C)cc1	5	1	1	4	3	2	.	4	0
CCCOc1ccc(CNC(=O)Cc2cccs2)cc1	-3	0	1	9	-3	6	3	7	-1
CCOc1ccccc1/C=C/c1onc(C)c1S(=O)(=O)N1CCC(C(=O)NC)CC1	3	3	4	-6	0	-3	4	-3	1
COCCN(C(=O)COC(=O)/C=C/c1cccc(C(F)(F)F)c1)c1c(N)n(CC(C)C)c(=O)[nH]c1=O	.	4	8	.	2	.	.	0	3
CC(C)CC(=O)NC(=S)NCc1ccccc1	0	2	4	-3	-1	-2	-1	0	4
CC1(C2CC2)NC(=O)N(CC(=O)N2CCN(S(=O)(=O)c3ccc(F)c(F)c3)CC2)C1=O (configuration not stated)	-1	-11	-1	1	-4	-1	.	1	3
CCCCC1=CC2=CC(=O)C(C)(OC(=O)CC)C(=O)C2=CN1CCc1ccccn1 (configuration not stated)	0	-1	5	-1	-8	0	10	7	-1
Cc1cccc(C)c1-n1c(SCC(=O)N2CC(=O)Nc3ccccc32)nc2ccccc2c1=O	-7	-7	1	-1	0	-4	-1	5	0
COc1cc(C(=O)N/N=C/c2ccc(OC(=O)N3CCOCC3)cc2)cc(OC)c1OC	-6	-2	-2	-2	-5	1	-2	-3	6
O=C1CS/C(=N\N=C\c2ccccc2Cl)N1CC1CC1	-10	-3	-1	-12	-6	-1	2	-4	0
COCCN(Cc1nc(C2(c3ccc(C)cc3)CCCC2)no1)C(C)C	3	-7	21	3	-3	-4	-1	7	8
C=CCn1c(=S)sc2c(=O)[nH]cnc21	8	.	.	2	-1	1	-2	0	.
COc1ccccc1C1C2CCCCC2(O)CCN1CC(=O)Nc1ccccc1 (configuration not stated)	0	-1	1	2	-3	1	0	0	3
CC1CC(C)CN(S(=O)(=O)c2ccc(NC(=O)C3CC(=O)N(Cc4ccccc4)C3)cc2)C1 (configuration not stated)	-2	3	-4	-14	-6	-6	-1	2	-1
Cn1c(=O)c2c(nc(N3CCCCC3)n2CCSc2nc3ccccc3s2)n(C)c1=O	8	-7	-1	0	-2	1	3	-1	0
COc1ccc(N2C(=O)CSC2c2ccc3c(c2)OCO3)cc1 (configuration not stated)	8	-1	1	-2	-1	-1	9	-1	-5
Cc1ccc(C)c(S(=O)(=O)Nc2ccc3oc(C)c(C(=O)O)c3c2)c1	-1	38*	-1	4	-2	0	19	24	7
C/C(=N\NC(=O)c1ccccc1C)c1ccc(NC(=O)c2cccs2)cc1	5	3	1	-4	2	2	2	-1	4
Nc1c(C(=O)NCc2ccc3c(c2)OCO3)nnn1Cc1cccc(F)c1	3	-1	6	-4	-2	-3	-7	2	-1
COc1ccc(-c2oc3ccccc3c2C#CC(C)(C)O)cc1	2	-6	-2	-10	0	-4	.	10	-1
O=C(COC(=O)C1CCN(/C=C/C(=O)C(F)(F)F)CC1)Nc1cccc(F)c1	1	0	1	16	-1	3	3	3	12
O=C(O)Cn1cc(C(=O)c2ccco2)c2ccccc21	2	1	-1	-1	2	2	4	2	-1
COc1ccc(NC(=O)CN(C)S(=O)(=O)c2cccc3nsnc23)cc1OC	2	2	7	-1	2	1	3	0	1

Copied from the listing for reference:
SMILES	PME-1 inh	PAFAH2 inh	PAFAH1B2 FP inh	LYPLA2 inh	PAD4 inh	LYPLA1 inh	GSTO1 counter	pPAFAH inh	PAFAH1B3 inh
O=C(COC(=O)C1CCN(/C=C/C(=O)C(F)(F)F)CC1)Nc1cccc(F)c1	1	0	1	16	-1	3	3	3	12
O=C(O)Cn1cc(C(=O)c2ccco2)c2ccccc21	2	1	-1	-1	2	2	4	2	-1
COc1ccc(NC(=O)CN(C)S(=O)(=O)c2cccc3nsnc23)cc1OC	2	2	7	-1	2	1	3	0	1

Continued.
SMILES	PME-1 inh	PAFAH2 inh	PAFAH1B2 FP inh	LYPLA2 inh	PAD4 inh	LYPLA1 inh	GSTO1 counter	pPAFAH inh	PAFAH1B3 inh
Cc1nc2ncnn2c(Nc2ccc3c(c2)OCCO3)c1C	1	-7	2	3	0	1	4	6	1
COc1ccccc1OCCC(=O)OCC(=O)Nc1cccc(Br)c1	2	1	2	-1	-3	-7	7	17	6
NS(=O)(=O)c1ccc(CCNC(=O)NC2CCCCC2)cc1	-1	0	1	0	-5	0	-5	1	4
COC(=O)c1cc(-c2ccc(C)o2)nc2ccccc12	7	-15	-8	0	1	-2	4	4	-1
CCOC(=O)C1CCN(C(=O)NS(=O)(=O)c2ccc(C)cc2)CC1	3	3	9	-1	-3	-2	1	1	8
CCOC(=O)N1CCN(c2c(NCCN3CCN(c4ccccc4F)CC3)c(=O)c2=O)CC1	2	1	1	2	0	-3	2	-10	4
Cc1cc(NC(=O)CCC(=O)N(c2cccc(F)c2)C(C(=O)NC2CCCC2)c2ccc(C)o2)no1 (configuration not stated)	-4	3	2	4	-4	-1	2	1	1
CSc1ccccc1C(=O)OCC(=O)N1CCCC1=O	3	18	1	4	-1	-1	.	4	-8
Cc1ccc2cn[nH]c2c1NC(=S)NC(=O)c1ccccc1	7	-1	1	0	2	-2	2	0	-1
CC(=O)c1ccc(C(=O)N2CCCC(C(=O)c3ccc(Cl)cc3)C2)s1 (configuration not stated)	9	0	5	15	-1	0	-2	6	3
COc1ccccc1NC(=O)Nc1ccnn1C1CCN(C(=O)c2cccnc2)CC1	1	3	-1	4	-1	0	5	1	3
COC(=O)NCC(c1ccco1)N1CCN(c2ccccc2)CC1 (configuration not stated)	-2	5	0	-1	-1	3	4	6	1
COC(=O)CCC(=O)c1oc2ccc(OC)cc2c1N	-2	3	5	2	6	1	8	2	12
Cc1ccc(C)n1CCN1CCN(CC(=O)Nc2ccc(S(N)(=O)=O)cc2)CC1	-1	-1	1	-3	3	-2	2	-2	4
CCOC(=O)C1(CCOc2ccccc2)CCN(Cc2ccc(OC)cc2)CC1	-1	-5	3	-1	0	-3	3	7	8
Cc1ccc(NC(=O)CSc2n[nH]c(-c3ccco3)n2)cc1	4	2	5	6	1	2	13	-4	3
CC1(c2ccccc2Br)NC(=O)N(CC(=O)Nc2ccc(S(N)(=O)=O)cc2)C1=O (configuration not stated)	-3	0	-8	-3	5	-3	2	-2	-7

An excerpt; rates above refer to the full screens.
